Bioassay records: PubChem, National Center for Advancing Translational Sciences (NCATS)
Giardia killer: Small Molecules that selectively kill Giardia lamblia: qHTS. Giardia lamblia trophozoite viability. activity change, % at 7.66 µM, hits read low. 340,000 tested, 0.15% active; in the data active means activity change below about -80%; inconclusive means between about -30% and that limit;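 further: parasites exposed to compound for two days anaerobically before the ATP read; on the % scale 0 is the no-effect control and ±100 the full control effect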
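Viability, read as ATP luminescence: trophozoites at 100 cells/well, compound added, 48 hrs anaerobic at 37 deg C, then 15-30 min room-temperature development before reading.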
KCNH2 WT inh: qHTS for Inhibitors of KCHN2 3.1: Wildtype qHTS; Voltage-gated inwardly rectifying potassium channel KCNH2 (Homo sapiens), Q12809; U2OS, BacMam KCNH2, thallium flux FluxOr; stronger effect = lower value; activity change, % at 1.84 µM; 340,000 tested, 0.37% active; AID 720551, 2013;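 active means maximum activity change below -70%; inconclusive means maximum activity change between -70% and -50%; inactive means maximum activity change above -50%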; further: on the % scale 0 is the no-effect control and ±100 the full control effect
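U2OS cells were transduced with wild-type KCNH2 virus (2.03 x 10^8 / mL) for 4 h at room temperature, then cultured overnight at 37 C. Thallium flux was read with FluxOr dye. Rate constants were normalized to DMSO controls.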
AT treatment: qHTS Assay for Identifying a Potential Treatment of Ataxia-Telangiectasia. […] A-T fibroblasts, KAP-1 phosphorylation AlphaLISA; neocarzinostatin DNA damage 30 min before lysis. Potency, µM (highest dose often 57.5 µM), inactives show at the top dose activation, usual class: activators. 320,000 tested, 0.19% active; further: potency means the concentration at half of the fitted maximal effect; % of control where 0% means no effect; nearly all actives have a fitted effect of over 45% in size
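hTERT-immortalized A-T patient fibroblasts ([…]), 500 cells/well in OPTI-MEM, 1% FBS, got compounds for 60 min, then NCS for 30 min at 37C. Lysates were then assayed for phospho-KAP-1 by AlphaLISA (anti-pKAP1 donor, anti-KAP1 acceptor beads), 6 hr at 25C.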
MLL CXXC-DNA inh: qHTS Fluorescence Polarization Assay for Inhibitors of MLL CXXC domain - DNA interaction; Histone-lysine N-methyltransferase 2A (Homo sapiens), Q03164; Potency, µM (titrated, usually from 115 µM), for inactives: at the top dose activity change, negative = inhibition, most hits filed as inhibitors; MLL-CXXC / FITC-HOXA9 DNA fluorescence polarization; 290,000 tested, 0.037% active; active means well fitted inhibition curve with a large enough effect in the polarisation, with a control signal flat, not every such curve was filed as active; inconclusive means small, poorly fitted or top-dose-only effect, or effect the other way, or a change in a side signal; inactive means no such curve, though single readings can be large or run the other way; the % refers to the polarisation; further: potency means the concentration at half of the fitted maximal effect
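Steps: dispense CXXC domain solution (7 uM) → pin compounds or unlabeled HOX-A9 DNA control → 5 min ambient → add FLSN-HOX-A9 solution (50 nM) → spin → 30 min ambient → fluorescence polarization. Tris pH 7.5/NaCl/DTT/BSA buffer.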
GALK inh: qHTS Assay for Inhibitors of Human Galactokinase (GALK); Purified GALK, Kinase-Glo residual ATP luminescence; Potency, µM (titrated, usually from 57.5 µM), for the others: at the highest dose activity change, negative = inhibition, usual class: inhibitors; 270,000 tested, 0.007% active; AID 1868, 2009; further: potency means the concentration at half of the fitted maximal effect; on the % scale 0 is the no-effect control and ±100 the full control effect
Target sequence (P51570 whole entry, looked up): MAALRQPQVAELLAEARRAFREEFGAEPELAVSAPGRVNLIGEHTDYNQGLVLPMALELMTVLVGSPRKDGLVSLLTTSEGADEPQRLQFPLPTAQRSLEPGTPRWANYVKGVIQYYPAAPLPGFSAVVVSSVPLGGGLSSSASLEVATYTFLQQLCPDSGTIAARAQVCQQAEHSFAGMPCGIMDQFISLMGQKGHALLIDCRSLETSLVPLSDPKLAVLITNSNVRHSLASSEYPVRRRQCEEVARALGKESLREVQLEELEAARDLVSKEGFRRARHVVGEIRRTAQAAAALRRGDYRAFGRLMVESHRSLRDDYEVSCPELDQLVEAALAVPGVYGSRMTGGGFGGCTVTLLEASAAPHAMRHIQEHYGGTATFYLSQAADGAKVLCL
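Kinase-Glo Plus luminescence measured ATP left after a 1 h room-temperature reaction. The reaction used 5 nM GALK, 100 uM galactose and 35 uM ATP at pH 8.0 (20 mM HEPES, 5 mM MgCl2, 60 mM NaCl, 1 mM DTT, 0.01% BSA).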
Tb PFK inh: qHTS Assay to Find Inhibitors of T. brucei phosphofructokinase; ATP-dependent 6-phosphofructokinase (Trypanosoma brucei brucei), O15648; T. brucei PFK, ADP-Glo luminescence; Potency, µM (top dose mostly 57.5 µM), for inactives: at the top dose activity, negative = inhibition, actives largely listed as inhibitors; 330,000 tested, 0.17% active; AID 485367, 2010;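 further: potency means the concentration at half of the fitted maximal effect; 0% = uninhibited 1x PFK enzyme wells and -100% = no-enzyme wells; nearly all actives have a fitted effect of over 60% in size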
Target sequence (O15648 whole entry, looked up): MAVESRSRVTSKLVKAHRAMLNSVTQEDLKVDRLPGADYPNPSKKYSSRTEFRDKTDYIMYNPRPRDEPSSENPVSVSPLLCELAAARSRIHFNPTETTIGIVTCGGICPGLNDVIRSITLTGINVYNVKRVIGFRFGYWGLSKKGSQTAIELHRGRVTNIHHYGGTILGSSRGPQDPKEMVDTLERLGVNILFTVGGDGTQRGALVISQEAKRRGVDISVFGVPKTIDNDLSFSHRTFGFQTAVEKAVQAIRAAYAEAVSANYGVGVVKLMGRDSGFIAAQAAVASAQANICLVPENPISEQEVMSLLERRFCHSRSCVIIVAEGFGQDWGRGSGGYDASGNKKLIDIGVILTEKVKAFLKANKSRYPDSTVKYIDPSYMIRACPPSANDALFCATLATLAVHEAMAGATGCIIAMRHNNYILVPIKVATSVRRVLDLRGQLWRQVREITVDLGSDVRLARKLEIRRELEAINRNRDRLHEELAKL
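PFK 1.25 nM, F6P 0.5 mM, ATP 0.1 mM, 0.1 M TEA pH 8.0, 5 mM MgCl2, 0.01% Tween20, 0.1% BSA; 45 min RT. ADP-Glo readout. qHTS titration up to 57 uM; curves fitted, compounds curve-classed.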
Coupling enz: qHTS Assay for Inhibitors of Fructose-1,6-bisphosphate Aldolase from Giardia Lamblia: Coupling assay counterscreen. coupling enzyme system counterscreen, AmpLite Red fluorescence. activity change, negative = inhibition, % at 58.2 µM, hits read low. 290,000 tested, 0.67% active; in the data active means activity change below about -30%; further: on the % scale 0 is the no-effect control and ±100 the full control effect
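Activity here indicates interference with the coupling reaction, not aldolase inhibition. Compounds at 57.5 uM final met coupling enzymes for 10 min at RT; substrate and AmpLite Red detection followed, with a 525/598 nm fluorescence read after 20 min.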
TSHR antag: Antagonists of the Thyroid Stimulating Hormone Receptor: HTS campaign | 330,000 tested, 0.2% active | activity change, negative = inhibition, % at 11.5 µM | TSHR-expressing cells, TSH-stimulated cAMP HTRF, 2 h; stronger effect = lower value | Thyrotropin receptor (Homo sapiens), P16473;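 active means activity change below a set negative limit, meaning inhibition stronger than a set level, cut at about -70% in these data; inconclusive means activity change between two set negative limits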; further: on the % scale 0 is the no-effect control and ±100 the full control effect
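Competitive HTRF cAMP read-out (cryptate anti-cAMP antibody, cAMP-d2; 30 min, room temperature) in freshly harvested TSHR cells. Compounds added before TSH at EC80 (4nM final), followed by 2 hours' incubation at 37 deg C.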
BCR signal inh: qHTS Assay to Find Inhibitors of Chronic Active B-Cell Receptor Signaling. Potency, µM (top dose mostly 46.1 µM), without a hit: at the top dose ratio change, negative = lower green/red ratio, usual class: inhibitors. ABC-DLBCL IkBa-CBG/CBR reporter, luminescence ratio, 4 h. 340,000 tested, 0.05% active. AID 493014, 2011; active means well fitted inhibition curve with a large enough effect in the signal ratio, with a control signal flat, not every such curve was filed as active; inconclusive means small, poorly fitted or top-dose-only effect, or effect the other way, or a change in a side signal; the % refers to the signal ratio;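 further: potency means the concentration at half of the fitted maximal effect; plate controls were basal doxycycline-induced cells for no effect and cells given 10 µM MG132 for full effect; MG132 reads +100%, hits lower the ratio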
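Cell line TMD8 (human ABC DLBCL), stably expressing tet-inducible CBG68-IkBa fusion and CBR; IMDM/0.5% FBS; cpd up to 46 uM; dox induction, 4 h, 37C/5% CO2; dual luminescence; green/red ratio; MG132 control.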
TCR act: Activators of T cell receptors: qHTS campaign | Potency, µM (top dose mostly 9.22 µM), without a hit: at the highest dose activation of IL-2 secretion, actives largely listed as activators | primary human leukocytes, anti-CD3, IL-2 HTRF, 48 h | 330,000 tested, under 10 active; further: % of control where 0% means no effect
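Primary human leukocytes receive a-CD3 beads and test compound and are incubated 48 hr. Secreted IL-2 is then assayed by HTRF, measuring 665nm acceptor emission after 320nm excitation of the europium donor.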
Numbers without * were called inactive; ? = inconclusive; . = not tested or not shown; [ ] = dose if it differs, or a comment. Unless noted, the call rests on the fitted dose curve; in most records, active means well fitted curve in the direction sought with a large enough effect; inconclusive means small, poorly fitted or top-dose-only effect, or another doubt; inactive means no such curve, though single readings can be large; an effect the other way counts as inactive or inconclusive.

SMILES	Giardia killer	KCNH2 WT inh	AT treatment	MLL CXXC-DNA inh	GALK inh	Tb PFK inh	Coupling enz	TSHR antag	BCR signal inh	TCR act
C=CCn1c(SCC(=O)NC2CC2)nnc1-c1cccc(OC)c1	7	-8	7%	14%	4%	?	0	-8	-3%	9%
CNC[C@H](CC1CCCCC1)NC[C@H](CO)NCC1(c2ccccc2)CC1	-9	-2	2%	15%	.	0%	0	24	?	-3%
O=C(OCc1ccc([N+](=O)[O-])cc1)c1ccc(N2CCCC2)c([N+](=O)[O-])c1	-4	0	-3%	-3%	0%	8%	1	1	0%	6%[46.1 µM]
Cc1cc(NC(=O)CSC2=NS(=O)(=O)c3ccccc3N2)no1	-15	11	3%	.	.	-23%	.	1	1%	-1%
CSc1ccccc1NC(=O)c1cccc(S(=O)(=O)N2CCN(C)CC2)c1	-4	1	2%	9%	-4%	-1%	.	-6	?	1%
CCOC(=O)N1CCN(S(=O)(=O)c2ccc(C(=O)N(CCCN(C)C)c3nc4ccc(Cl)cc4s3)cc2)CC1	-27	51	0%	4%	-4%	2%	0	6	7%	2%
O=C(COC(=O)COc1cccc(F)c1)NCCC1=CCCCC1	-4	2	2%	-2%	0%	0%	1	2	-4%	-2%
COc1ccc(C(=O)NCC(=O)N2CCN(C(=O)c3ccco3)CC2)cc1[N+](=O)[O-]	9	-1	4%	.	.	1%	.	18	1%	-3%
Cc1cccc2cc(/C=N/NC(=O)c3ccncc3)c(Cl)nc12	0	-2	-4%	-11%	-1%	0%	1	-5	6%	-23%
Cc1cc(C)c(NC(=O)COC(=O)c2cc([N+](=O)[O-])ccc2N2CCOCC2)c(C)c1	12	-8	8%	-1%	0%	0%	.	-5	1%	8%
Clc1ccc(-c2nc3cnccn3c2NC2CCCC2)cc1	21	0	.	-12%	-2%	-1%	0	1	-1%	-3%
CCOc1ccc(N2C(=O)CC(N(CCc3ccc(S(N)(=O)=O)cc3)C(C)=O)C2=O)cc1 (stereo not drawn)	18	2	6%	-3%	2%	3%	4	7	6%	6%
CCCCn1c(N)c(N(CCOC)C(=O)c2ccc(NC3CC3)c([N+](=O)[O-])c2)c(=O)[nH]c1=O	-21	-7	3%	.	.	0%	.	10	-23%	-3%
COCCC1CCCCN1C(=O)c1cc(COc2cccc(C(C)=O)c2)on1 (stereo not drawn)	-4	-13	24%	7%	-3%	1%	.	5	-2%	0%
CC(NC(=O)C1CCCC1)c1ccc(Br)cc1 (stereo not drawn)	-16	2	8%	-17%	5%	-4%	3	-9	3%	0%
CC(C)CN(C(=O)c1cccc(S(=O)(=O)N2CCN(c3ccc(F)cc3)CC2)c1)C1CCS(=O)(=O)C1 (stereo not drawn)	-3	11	8%	.	.	3%	.	2	1%	-7%
CCn1nc(C)c(CN2CCN(Cc3ccsc3)C(CCO)C2)c1C (stereo not drawn)	-10	-2	5%	9%	14%	1%	2	17	-4%	-3%
CC(C)C(=O)N1CCN(c2nc(-c3ccc(Cl)cc3)cs2)CC1	-15	.	-1%	2%	-1%	3%	-4	-10	?	-5%
CC(=O)Nc1ccc(S(=O)(=O)Nc2nnc(C3CCCCC3)s2)cc1	24	3	-6%	0%	0%	2%	13	-7	0%	-4%
C[C@H](NC(=O)CCn1nnc2ccccc2c1=O)C(=O)O	21	-8	11%	49%[activator]	-2%	3%	2	-20	15%	6%
O=C(CN1CCN(c2ccccc2F)CC1)N1CCc2ccccc21	-28	-7	-1%	13%	-1%	-3%	-1	-3	-9%	3%
O=C(Nc1cccc(F)c1)N1CCC(n2c(=O)[nH]c3ccccc32)CC1	17	-228*	-5%	-4%	.	1%	0	0	-4%	-7%
Cc1cc(C(=O)O)n(C(C)(C)C)n1	5	2	2%	8%	1%	-3%	0	7	6%	1%
O=C1c2ccccc2C(=O)N1CCCCc1cn(C[C@H]2CC[C@H](Cn3cc(CCCCN4C(=O)c5ccccc5C4=O)nn3)O2)nn1	-9	6	-5%[11.5 µM]	.	.	0%	.	-21	-4%	0%[46.1 µM]
COc1ccc(-c2sc3ccc(OC)cc3c2-c2ccc(OC)c(F)c2)cc1	10	-16	0%	.	.	4%	.	16	0%	4%
COc1cccc(NC(=O)CN(C)C(=O)c2ccc(S(=O)(=O)Nc3ccccc3C)cc2)c1	5	-8	-1%	.	.	-5%	.	11	?	6%
FC(F)(F)C1=CC(c2ccccc2)=NCCN1	-8	1	.	19%	0%	2%	3	-9	-1%	13%
COc1ccc(NC2=CC(c3ccc(OC)cc3)N(c3ccc(OC)cc3)C2=O)cc1 (stereo not drawn)	16	.	3%	-1%	-1%	1%	-1	12	3%	-1%
CCc1ccc(CN(C)C(=O)C2CCC(=O)N(CCc3ccc(OC)cc3)C2)nc1 (stereo not drawn)	9	7	7%	-10%	10%	-7%	0	-2	4%	1%
Cc1ccc(S(=O)(=O)/C(C#N)=C/c2c(N3CCOCC3)nc3ccccn3c2=O)cc1	10	1	2%	-9%	-1%	1%	2	-14	?	-5%
N#Cc1c2ccc(O)cc2n2ccccc12	-6	-8	26%	5%	8%	1%	-17	-6	?	1%
Cc1ccc(C(=O)OCC(=O)N2CCC(c3ccccc3)=N2)cc1	5	1	1%	.	.	-16%	.	-9	-4%	-1%
CS(=O)(=O)C1=NN2C(=N)/C(=C\c3ccc(OC(=O)c4ccco4)cc3)C(=O)N=C2S1	13	6	-9%	5%	-21%	0%	12	-10	0%	9%
O=C(Nc1ccccc1Br)c1ccc(OC(=S)N2CCOCC2)cc1	4	2	2%	-11%	2%	-6%	-1	-2	?	2%
O=C(Nc1ccc2c(c1)OCO2)c1ccc(Br)s1	-9	5	5%	5%	-3%	-7%	-13	-4	?	.
CCC(C)NC(=O)c1ccc2nc(Cc3ccc(OC)cc3)oc2c1 (stereo not drawn)	-11	-7	5%	-7%	4%	-2%	2	-15	-3%	9%
COC1=CC(=O)C=C(OC)C1=O	-24	15	.	.	.	.	-81*	.	.	-1%
COC(=O)c1ccccc1NC(=O)CNc1cc(OC)c(OC)cc1C	-4	-11	1%	3%	0%	0%	-8	-13	?	-1%[46.1 µM]
CCOc1cccc(C(=O)NC(c2ccccc2)C(C)C)c1 (stereo not drawn)	-5	-20	-3%	8%	-1%	-1%	5	2	?	-1%
O=C(CSc1nnc(CNC(=O)c2ccc(F)cc2)o1)c1ccccc1	-1	10	25%	-2%	-4%	2%	.	-1	0%	-4%
Cc1[nH]c2ccc(F)cc2c1CCN(Cc1ccncc1)C(=S)Nc1cccc(F)c1	15	3	2%	9%	-3%	1%	-4	3	?	2%
Cc1ccc(CN(CC(O)COc2cccc3[nH]cc(C)c23)C(C)(C)C)cc1 (stereo not drawn)	33[activator]	-7	1%	-6%	0%	0%	-6	-7	0%	0%
CSCCC1NC(=O)N(CC(=O)Nc2cccc3ccccc23)C1=O (stereo not drawn)	-10	0	4%	1%	-2%	5%	-2	15	-14%	-1%
COC(=O)C1=C(C)NC(C)=C(C(=O)OC)C1c1ccccc1OCc1c(C)no[n+]1[O-]	-9	5	2%	-1%	4%	4%	0	0	-16%	5%
O=C(Nc1ccc2c(c1)OCCO2)c1cncc(Br)c1	?	7	0%	-1%	6%	-4%	-1	-5	?	-6%
Cc1ccccc1NC(=O)Cc1nnc(SCC(=O)c2ccc(Br)cc2)n1C	-8	0	.	-5%	3%	0%	4	-15	-17%	-6%
COc1cc(C(=O)Nc2ccncc2)c([N+](=O)[O-])cc1OC	13	7	14%	-1%	1%	-6%	-6	30	?	0%
CCCc1c(C(=O)N2CCN(c3ccccc3OC)CC2)cnn1-c1ccccc1	-8	3	2%	-5%	.	-1%	-1	-1	-19%	4%
N#Cc1ccccc1/C=N/Nc1nc(-c2ccccc2)c2cc(Cl)ccc2n1	-8	-6	2%	-8%	2%	-1%	-1	6	?	1%
